# 14-3-3 PPI: modulators of 14-3-3 gamma protein binding, primary screen, biochemical, fluorescence polarization; 14-3-3 protein gamma (Homo sapiens), P61981; FP, 14-3-3gamma / TMR-pS259-Raf peptide binding; inhibition, % at 40 µM; 160,000 tested, 0.19% active; AID 422, 2006; in the data active = inhibition above about 30%;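 note: 0% = protein plus tracer without compound and 100% = blank with tracer alone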
# Target sequence (P61981 whole entry, looked up): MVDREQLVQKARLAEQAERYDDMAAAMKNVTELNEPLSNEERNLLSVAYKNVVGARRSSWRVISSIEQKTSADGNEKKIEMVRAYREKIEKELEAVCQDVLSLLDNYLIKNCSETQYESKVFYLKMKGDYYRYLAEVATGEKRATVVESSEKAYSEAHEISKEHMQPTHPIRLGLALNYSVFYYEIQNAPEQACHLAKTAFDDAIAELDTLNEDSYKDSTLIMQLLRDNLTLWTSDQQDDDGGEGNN
# * hit, by the source's call; & = joins results of further samples.
SMILES	14-3-3 PPI
C[C@H](NC(=O)Nc1ccccc1F)C(=O)O	-5
Cc1ccc(-c2c3c(=O)n(C)c(=O)n(C)c3cn2-c2ccccc2N)cc1	-12
Cc1ccc(Nc2nc(N)nc(CC(=O)CSc3ccc(Cl)cc3)n2)cc1C	-4
Cc1ccc(C(C)C)c(OCCNC(=O)CCC2CCCC2)c1	-8
S=c1[nH]c2ccccc2n1Cc1ccccc1Cl	12
Cc1cccc(OC(=O)CSc2nnc(C)c3ccccc23)c1	-10
O=C1CSC(c2cccc(Oc3ccccc3)c2)N1c1ccccc1F (centres undefined)	-1
Cc1ccc(S(=O)(=O)Nc2ccc3c(c2)C(=O)NC3=O)cc1	7
COc1ccc(NC(=O)CSc2[nH]c(=O)cc(C)c2C#N)cc1OC	-9
COC(=O)c1c(-c2ccccc2)csc1NC(=O)CCCC(=O)O	-6
CCOc1cccc(C2Nc3ccccc3NC3=C2C(=O)CC(C)(C)C3)c1O (centres undefined)	-2
CC(C)Sc1nc(N2CCCC2)c2c(c1C#N)CC(C)(C)OC2	3

SMILES	14-3-3 PPI
Cc1cc(NC(=O)CCN2CCCCC2)no1	-4
O=C(Nc1ccc(Cl)c(Cl)c1)N1CC=CCC1	2
Cc1cc(C)cc(NC(=O)C2CCCN(c3nccc(C)n3)C2)c1 (centres undefined)	-9
N#CC1=C(N)Oc2c(oc(CO)cc2=O)C12C(=O)Nc1ccc(Cl)cc12 (centres undefined)	-3
Cc1cc(NC(=O)C2CCN(S(=O)(=O)Cc3ccccc3)CC2)ccc1-n1cnnn1	1
COc1ccc(S(=O)(=O)Nc2cc(S(=O)(=O)c3ccc(OC)cc3)c(O)c(C)c2C)cc1	0
COc1ccc(OC)c(C2C(C(=O)OC(C)C)=C(C)NC3=C2C(=O)CC(c2ccccc2)C3)c1 (centres undefined)	8
Cc1cc(OCc2nc(-c3ccc([N+](=O)[O-])cc3)no2)ccc1Cl	-3
O=S(=O)(NCCc1csc(-c2cccnc2)n1)c1ccc2c(c1)OCCO2	-3
COc1cc(OC)c(NC(=O)c2c(-c3ccccc3)noc2C)cc1Cl	-6
COC(=O)c1c(C)oc2ccc(OC(=O)c3ccc(Br)cc3)cc12	-9
CCOc1cc2oc(=O)c3c(c2cc1Cl)CCC3	5

SMILES	14-3-3 PPI
CC1=C(C(=O)OC2CCCCC2)C(c2ccccc2F)C2=C(CC(c3ccccc3)CC2=O)N1 (centres undefined)	-7
CCc1ccc(-n2c(=O)c3c(C)c(C(=O)N(C)C)sc3n(Cc3ccccc3C#N)c2=O)cc1	-6
Cc1ccc(N(CC(=O)NCc2ccc3c(c2)OCO3)S(=O)(=O)c2c(C)noc2C)cc1	3
COc1ccccc1-c1nc(-c2ccc(C)nc2OC)no1	0
CC(C)CCNC(=O)c1ccc2nc(-c3ccco3)c(-c3ccco3)nc2c1	-15
Cc1ccc(C)c(OCCCC(=O)Nc2ccc(N3CCOCC3)cc2)c1	-7
CCOC(=O)C1=C(C)NC2=C(C(=O)C(C(=O)OC)C(C)C2)C1c1ccc(CC)cc1 (centres undefined)	3
COC(=O)C1Cc2[nH]cnc2C(c2ccc(OC)c(OC)c2OC)N1 (centres undefined)	-12
Cc1ccc(CCNC(=O)c2c[nH]n3c(=O)c(Cc4ccccc4F)c(C)nc23)cc1	-7
CCCc1cc(=O)oc2cc(C)cc(OC(=O)c3ccco3)c12	3
Cc1cc2c(cc1C)NC(c1cccc3ccccc13)C1=C(CC(C)(C)CC1=O)N2 (centres undefined)	9
O=C(CSc1nc2ccccc2c(=O)n1CCC(=O)N1CCCCC1)NCc1ccccc1	-8

SMILES	14-3-3 PPI
O=C(Nc1ccccc1F)c1cc2cc(Br)ccc2oc1=O	-9
N#CC1=C(N)OC2=C(C(=O)CCC2)C1CCc1ccccc1 (centres undefined)	-7
O=C(Oc1cccnc1)c1ccco1	-1&1
COCc1nc2ccccc2n1CCOc1ccccc1Cl	3
CCOC(=O)C1CCN(C(=O)c2n[nH]c(=O)c3ccccc23)CC1	-9&-5
O=c1[nH]c(CSc2nnc(NCCCN3CCOCC3)s2)nc2cc(Cl)ccc12	3
CC(C)(C)CC(=O)Nc1nnc(-c2cccs2)s1	-8
COc1ccc(C)cc1NS(=O)(=O)c1ccc2c3c(cccc13)C(=O)N2	-6
CCOc1ccccc1NC(=O)C1CC2CCCC(C1)C2=O (centres undefined)	-9
O=C(Cn1c(=O)c2c(ncn2Cc2ccccc2)n(Cc2ccccc2)c1=O)NC1CC1	-3
c1ccc(CCC2=NCCn3cccc32)cc1	-10
COc1ccc(OC)c(NC(=O)c2sc(=S)n(-c3ccccc3)c2N)c1	-13

SMILES	14-3-3 PPI
CN(C)c1nc2sc3c(c2c(=O)n1C)CC(C)(C)OC3	-1
Cc1ccc(S(=O)(=O)c2nc(-c3cccc(Cl)c3)oc2N2CCCCC2)cc1	0
CCCCn1c(CCNC(=O)c2cccs2)nc2ccccc21	-6
CC(=O)N1CCCc2cc(S(=O)(=O)NCCc3ccc(Cl)cc3)ccc21	-7
COCC(=O)Nc1cccc(C(F)(F)F)c1	-1
COc1cccc(NC(=O)c2nc3nc(C)cc(C(F)F)n3n2)c1	-10
CC(=O)N1CCc2cc(S(=O)(=O)CCC(=O)N3CC(=O)N(CCc4ccccc4)C(=O)C3)ccc21	-17
CCOc1ccccc1Nc1nc(-c2cccs2)cs1	-25
CC(C)C(c1nnnn1Cc1ccco1)N1CCN(c2cccc(Cl)c2)CC1 (centres undefined)	-3
N#Cc1c(N)sc2c1CCC(c1ccccc1)C2 (centres undefined)	-3
COc1ccccc1NC(=O)c1c(O)c2ccccc2[nH]c1=O	4
COc1ccc(C(=O)Oc2c(Sc3ccccc3)c(C)nn2-c2ccccc2)cc1	-8

# In the list so far, six contain a cyano group.
SMILES	14-3-3 PPI
COc1ccc(NC(=O)CSc2[nH]c(=O)cc(C)c2C#N)cc1OC	-9
CC(C)Sc1nc(N2CCCC2)c2c(c1C#N)CC(C)(C)OC2	3
N#CC1=C(N)Oc2c(oc(CO)cc2=O)C12C(=O)Nc1ccc(Cl)cc12 (centres undefined)	-3
CCc1ccc(-n2c(=O)c3c(C)c(C(=O)N(C)C)sc3n(Cc3ccccc3C#N)c2=O)cc1	-6
N#CC1=C(N)OC2=C(C(=O)CCC2)C1CCc1ccccc1 (centres undefined)	-7
N#Cc1c(N)sc2c1CCC(c1ccccc1)C2 (centres undefined)	-3

# Next section:
SMILES	14-3-3 PPI
O=C(O)c1ccc(-n2c(-c3cc(C4CC4)[nH]n3)n[nH]c2=S)cc1	-2
COc1ccc2oc(=Nc3ccc(C(N)=O)cc3)c(C(N)=O)cc2c1	-2
CCN1C(=O)C(C(=O)NC(C)c2ccccc2)C2CC1(C)Oc1ccccc12 (centres undefined)	-8
Cc1cccc(OCC(=O)Nc2ncc(Cc3ccccc3Cl)s2)c1	-15
O=c1[nH]c(SCCOc2ccc(Cl)cc2)nc2ccccc12	3
CCOc1ccc(-n2nc3ccc(NC(=O)c4ccco4)cc3n2)cc1	-21
CCn1cc(C(=O)OCC(=O)N(C)C2CCS(=O)(=O)C2)c(=O)c2ccc(C)nc21 (centres undefined)	0
CCOC(=O)CSc1nnnn1-c1ccccc1F	2
CCCC(=O)Nc1ccc2c(c1)C(=O)c1ccccc1C2=O	-35
COc1ccc([N+](=O)[O-])cc1N1C(=O)C2C3C=CC(CC3)C2C1=O (centres undefined)	0
CCCCOc1ccc(S(=O)(=O)N2CCSC2c2ccccc2Cl)cc1 (centres undefined)	5
O=c1c2sc3ccc([N+](=O)[O-])cc3c2[nH]c(=S)n1Cc1ccccc1Cl	-11

SMILES	14-3-3 PPI
CCCCCn1c(SC(C)C(C)=O)nc2c1c(=O)[nH]c(=O)n2C (centres undefined)	2
CCCc1c(CC)c(=N)c2ccccc2n1C	-4
Cc1ccc(NC(=O)c2coc(=O)c3ccccc23)c(Br)c1	-2
COc1cccc(Cn2c(N)c(C#N)c3nc4ccccc4nc32)c1OC	-8
COc1ccccc1CN(C(=O)c1ccccc1)c1ccc(N2CCOCC2)c(Cl)c1	-3
CCN1CCN(C(=O)C(NS(=O)(=O)c2ccc3nc(C)sc3c2)C(C)C)CC1 (centres undefined)	-1
Cc1[nH]c(=O)[nH]c1CN1CCCCC1	2&-4
CC(C)c1ccc(N(C)C(=O)Cc2c(C(=O)O)[nH]c3ccccc23)cc1	-5
Cc1cc(=O)[nH]c(SCC(=O)Nc2cccc(Cl)c2C)n1	-9
COc1cc(OC)cc(C(=O)N(Cc2cc3cc(C)ccc3[nH]c2=O)C(C)C)c1	1
COc1ccc(CCNc2oc(COc3ccccc3)nc2C#N)cc1	1
CCc1nnc(NC(=O)c2ccc(S(=O)(=O)N(CCOC)CCOC)cc2)o1	5

SMILES	14-3-3 PPI
CCN1CCN(Cc2c(O)ccc3c(=O)c(-c4ccc(OC)c(OC)c4)c(C)oc23)CC1	-4
Cc1cccc(Nc2nnc(SCc3cn4ccsc4n3)s2)c1	-4
COc1ccc(C(N)CC(=O)O)cc1 (centres undefined)	0
COc1cccc(CN2C(=O)CN(C3CCCCC3)C(=O)C2c2ccc(N(C)C)cc2)c1 (centres undefined)	0
Cn1c(=O)c2c(nc(SCC(=O)N3CCc4ccccc4C3)n2C)n(C)c1=O	-9
CN1C(=O)c2ccccc2C(C(=O)N2CCN(c3cccc(Cl)c3)CC2)C1c1cccs1 (centres undefined)	-1
Cc1noc2nc(-c3cccs3)cc(-c3nnc4n3CCCCC4)c12	2
CC(C)CN1C(=O)NC(NC(=O)c2cccs2)(C(F)(F)F)C1=O (centres undefined)	1
CSCCC(N=Cc1c(O)n(-c2ccc(F)cc2)c(=O)[nH]c1=O)C(=O)O (centres undefined)	-9
CCN(CCCNC(=O)c1cc2cc3cc(OC)ccc3nc2s1)c1ccccc1	-28
CC1CC(=O)N(CC(=O)NCc2ccc3c(c2)OCO3)c2ccccc2S1 (centres undefined)	-2
Oc1ccc(Cl)cc1C=Nc1ccc2nc(-c3ccc(F)cc3)[nH]c2c1	-45

SMILES	14-3-3 PPI
Cn1c(CNc2ccc(O)cc2)nc2ccccc21	16
COc1ccc(-n2nc(C(=O)NCC(=O)Nc3ccc(F)cc3)c3ccccc3c2=O)c(OC)c1	-2
CCSc1nc2n(n1)C(c1cccc(F)c1)C1=C(CCCC1=O)N2 (centres undefined)	1
O=C(NCc1cccnc1)c1ccc(Cn2c(=S)[nH]c3ccsc3c2=O)cc1	9
COc1cc(C(=O)NC(Cc2ccccc2)c2nc3ccccc3[nH]2)cc(OC)c1OC (centres undefined)	0
COCCNc1ncnc2ccccc12	31*
CN(C(=O)Cn1c(=O)n(CC(=O)NCc2ccco2)c(=O)c2sccc21)C1CCCCC1	1
O=C(NCCc1ccccc1)c1nn2c(C(F)(F)F)cc(-c3ccc(Br)o3)nc2c1Br	-9
O=C(Nc1ccon1)c1cc2c(s1)CCCC2	-5
Cc1ccc(N2C(=O)CSC2c2ccc(F)cc2)cc1C (centres undefined)	-2
O=C(CN1C(=O)C(=O)c2ccccc21)Nc1ccccc1F	-5
CCS(=O)(=O)N1CCN(c2cccc(C)c2C)CC1	-2

SMILES	14-3-3 PPI
Cc1ccc(-c2csc3nc(C)n(-n4c(C)ccc4C)c(=O)c23)o1	-15
CCCC(=O)N(c1ccc2oc(C)c(C(=O)OC)c2c1)S(=O)(=O)c1c(C)cc(C)cc1C	-19
N#Cc1ccccc1NC(=O)Nc1cccs1	1
COc1cccc(CNC(=O)c2nnn(CC(=O)Nc3ccc(C)c(C)c3)c2N)c1	1
O=C(NCc1ccc(Cl)cc1)C1CCN(S(=O)(=O)c2ccc(F)cc2)CC1	-10
O=c1c2cc(N3CCOCC3)ccc2nc(SCc2cc(=O)n3cc(Cl)ccc3n2)n1Cc1ccc2c(c1)OCO2	-22
O=C(Nc1nc2c(s1)CCc1ccccc1-2)c1ccc(S(=O)(=O)N2CCCCC2)cc1	-8
O=c1c2cccnc2[nH]c(=S)n1CCCN1CCN(c2ccc(F)cc2)CC1	4
CC(C)c1cc(NCCOCCO)n2c(nc3ccccc32)c1C#N	-9
CCOCc1cnc(C)nc1NCC(=O)c1c(C)n(C)c2ccc(OC)cc12	-2
COc1ccc2nc(N3CCC(C(=O)NCCCN4CCOCC4)CC3)sc2c1	1
CNc1oc(-c2ccc(C)cc2)nc1S(=O)(=O)c1ccc(Cl)cc1	-2

SMILES	14-3-3 PPI
CCOC(=O)c1cnc(SCC(=O)Nc2ccc3c(c2)OCCO3)nc1N	-4
O=C(CN(C(=O)Cn1nnc(-c2ccc(F)cc2)n1)C1CCCC1)NC1CCCC1	1
Cc1ccc(OC(=O)c2ccc([N+](=O)[O-])cc2)cc1	1
COc1ccc(C2C3=C(CC(c4ccc(Cl)cc4)CC3=O)Nc3ccccc3N2C(=O)CCC(=O)O)cc1 (centres undefined)	-3
COc1cc2c(cc1NC(=O)c1ccccc1)oc1ccccc12	-2
COc1ccc(CC(=O)N2N=C(C(C)C)CC2(O)C(F)(F)F)cc1OC (centres undefined)	-4
COCn1c(-c2ccccc2)nc2ccccc21	-4&-4
CN(C)S(=O)(=O)c1ccc(N2C(=O)c3cc([N+](=O)[O-])cc4cc([N+](=O)[O-])cc(c34)C2=O)cc1	-262
c1cc(-c2noc(-c3ccc4c(c3)OCO4)n2)ccn1	10
CC(=O)Nc1ccccc1C(=O)C(=O)Nc1cccc(C(=O)N2CCOCC2)c1	-12
CCCCCn1cnc2sc3c(c2c1=O)CCC(C)C3 (centres undefined)	6
O=C(NCCCCCNC(=O)c1ccco1)c1ccco1	-1
O=C(NCCc1ccc(Cl)cc1)C1CCN(S(=O)(=O)c2cccc3nonc23)CC1	-16&-72
COc1ccc(OC)c(CNC(=O)COc2cc(=O)n(C)c3ccccc23)c1	-7
Cc1cccc(N(CC(=O)NCc2ccc3c(c2)OCO3)C(=O)CCC(=O)Nc2ccccn2)c1C	-2

# High-throughput results: PubChem, Emory University Molecular Libraries Screening Center

# Only part of the results is shown (hit frequency here may not be typical).
